Screens deposited in PubChem BioAssay by several laboratories.
MEKK2 mut-MEK5: MEK5 binding signal on mutant MEKK2 PB1, primary screen, biochemical, multiplex bead flow cytometry, Alexa488-MEK5; Alexa488-MEK5 binding to MEKK2 mutant; percent response, % at 10 µM; 290,000 tested, 0.35% active; AID 1530, 2009; in the data active = percent response above about 24%, passing the limit was not always enough; also: inactives centre near 1; some results filed as inactive read as strong as hits
M18AAP inhibitor: PfM18AAP inhibitors, malaria aminopeptidase, primary screen, biochemical, QFRET, recombinant enzyme | M18 aspartyl aminopeptidase (Plasmodium falciparum 3D7) | H-Glu-NHMec fluorogenic cleavage | inhibition, % at 7.35 µM | 290,000 tested, 1.2% active | AID 1822, 2009;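 active = inhibition above the campaign mean inhibition over all tested compounds plus 3 SD, cut at about 28% in these data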;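 also: 0% = plate median of test compound wells and 100% = 2 mM ZnCl2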
GPR7 antag: GPR7 receptor antagonists, primary screen, cell-based, fluorescence, single concentration. GPR7-expressing cells, fluorescence antagonist assay. inhibition, % at 4.4 µM. 290,000 tested, 1.1% active. AID 1861, 2009; in the data active = inhibition above about 16%, passing the limit was not always enough;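 also: cells stimulated with the agonist NPW; 0% = agonist with vehicle and 100% = vehicle without agonist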
OXTR ag: human OXTR agonists, primary screen, fluorescence, CHO-OTR cells, Fluo-8 calcium. Oxytocin receptor (Homo sapiens), P30559. Fluo-8 calcium fluorescence; normalized: DMSO 0%, oxytocin 100%. activation, % at 3 µM. 320,000 tested, 0.32% active. AID 2435, 2010;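 active = activation above the mean of all tested compounds plus 3 SD, cutoff set per screening run, cut at about 20% in these data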;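 also: peak over basal fluorescence ratio from a 100 s FLIPR kinetic read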
V1aR counter: agonists of human V1a receptor, primary screen, counter-screen for OXTR agonist project, fluorescence, CHO-V1R cells; Vasopressin V1a receptor (Homo sapiens), P37288; Fluo-8 calcium fluorescence, agonist mode; 0% DMSO, 100% 3 nM vasopressin; activation, % at 3 µM; 320,000 tested, 0.25% active; AID 2797, 2010;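 active = activation above the mean activation of all tested compounds plus 3 SD, per screening run, cut at about 20% in these data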;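 also: signal is peak over basal fluorescence ratio across a 100 second FLIPR read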
Target sequence (P37288 whole entry, looked up): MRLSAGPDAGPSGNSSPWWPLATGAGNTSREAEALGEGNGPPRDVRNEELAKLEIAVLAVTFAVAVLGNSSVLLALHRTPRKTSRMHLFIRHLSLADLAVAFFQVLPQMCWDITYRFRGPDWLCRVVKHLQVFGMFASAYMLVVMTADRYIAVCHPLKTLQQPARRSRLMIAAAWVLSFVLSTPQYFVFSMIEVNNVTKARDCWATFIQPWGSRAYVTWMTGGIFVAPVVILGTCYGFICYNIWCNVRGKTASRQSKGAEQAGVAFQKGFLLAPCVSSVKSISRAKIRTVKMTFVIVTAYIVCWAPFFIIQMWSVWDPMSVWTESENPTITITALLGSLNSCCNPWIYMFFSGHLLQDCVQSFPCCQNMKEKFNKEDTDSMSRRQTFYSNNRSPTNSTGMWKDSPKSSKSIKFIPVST
GalR3 antagonist: GalR3 antagonists in HEK293 cells, primary screen, cell-based, fluorescence readout; HEK293 GalR3-CNG cAMP membrane potential fluorescence; galR3 body fused to GalR1 C-terminus; inhibition, % at 3 µM; 360,000 tested, 0.44% active;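 active = inhibition above the screen-wide average plus 3 SD, cut at about 13% in these data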;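 also: forskolin and galanin both at EC90 stimulate the cells; cAMP rise reported by CNG channel membrane potential dye signal; 0% = forskolin plus galanin with DMSO and 100% = forskolin alone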
Target sequence (O60755 1-299 limits assumed): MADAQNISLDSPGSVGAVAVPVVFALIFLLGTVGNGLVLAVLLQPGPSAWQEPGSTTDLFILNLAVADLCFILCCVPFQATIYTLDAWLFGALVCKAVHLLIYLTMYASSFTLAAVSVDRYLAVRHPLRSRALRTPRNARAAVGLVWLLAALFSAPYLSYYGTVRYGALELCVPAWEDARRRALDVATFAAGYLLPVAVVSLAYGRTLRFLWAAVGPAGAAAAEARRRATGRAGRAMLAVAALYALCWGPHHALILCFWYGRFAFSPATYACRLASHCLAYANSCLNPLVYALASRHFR
NALP1 yeast inh: NALP1 inflammasome inhibitors in reconstituted yeast, colorimetric, S. cerevisiae, triplicate retest; S. cerevisiae NALP1/ASC/caspase-1 growth, X-gal OD620, 72 h; inhibition, % at 10 µM; 280,000 tested, 0.61% active; in the data active = inhibition mostly above about 24%, no sharp cut-off; inactive = mostly below about 32%; also: some compounds called inactive have numbers as strong as hits
OXTR potentiator: human OXTR potentiators, primary screen, fluorescence, CHO-OTR cells, Fluo-8 calcium. Oxytocin receptor (Homo sapiens), P30559. Fluo-8 calcium fluorescence, potentiator mode; 0% = oxytocin EC15, 100% = EC100. activation, % at 3 µM. 320,000 tested, 0.061% active. AID 2445, 2010;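 active = activation above that plate's cutoff, the mean activation of tested compounds plus 3 SD, cut at about 6.6% in these data, passing the limit was not always enough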;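 also: 100% uses oxytocin at 75 nM as the full agonist control; some results filed as inactive read as strong as hits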
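Measured by – Fluo-8 calcium dye fluorescence · Test system – human OTR in CHO cells · Dosing – one concentration, 3.0 µM compound · Controls – EC15 oxytocin alone as 0%, 75 nM oxytocin as 100% · Evaluation – normalized max/min fluorescence ratio, % activation · Timing – 6 min pre-incubation, 100 s read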
MEKK2 WT-MEK5: modulators of MEK5 binding to wildtype MEKK2, primary screen, biochemical, multiplex bead flow cytometry, Alexa488-MEK5; Mitogen-activated protein kinase kinase kinase 2 (Homo sapiens), Q9Y2U5; Alexa488-MEK5 binding to MEKK2 WT; actives lie on both sides; binding response (% of control), % at 10 µM; 290,000 tested, 1.1% active; AID 1531, 2009; in the data active = binding response below about 67% or above about 130%
Active calls of the source: *; . = no result given. A portion of the library; count on the stated rates, not on these rows.

Short forms – A = MEKK2 mut-MEK5; B = M18AAP inhibitor; C = GPR7 antag; D = OXTR ag; E = V1aR counter; F = GalR3 antagonist; G = NALP1 yeast inh; H = OXTR potentiator; I = MEKK2 WT-MEK5
(1) CN1C(=O)N(C)C(=O)C2(Cc3cc(NC(=O)c4ccc(F)cc4)ccc3N3CCCC32)C1=O (stereo not given)
  A: 0 | B: 3 | C: -6 | D: -1.3 | E: -0.5 | F: 5 | G: 1 | H: -4 | I: 93
(2) Cc1ccc2c(c1)C1CN(C)CCC1N2C(=O)c1ccc(Br)o1 (stereo not given)
  A: 7 | B: -20 | C: 5 | D: -0.3 | E: 2.2 | F: -3 | G: 23 | H: -21 | I: 108
(3) CN(C(=O)Cc1ccc2c(c1)OCO2)C1CCCN(Cc2ccccc2F)C1 (stereo not given)
  A: 7 | B: 4 | C: 1 | D: -1.5 | E: 0.1 | F: -10 | G: . | H: -7 | I: 110
(4) CCC(=O)c1ccc(OC)c(OC)c1
  A: 2 | B: 1 | C: -10 | D: -1.2 | E: 0.3 | F: -6 | G: 6 | H: -6 | I: 107
(5) O=C(O)C1C2CCC(O2)C1C(=O)Nc1ccc(F)c(F)c1 (stereo not given)
  A: 1 | B: -11 | C: -18 | D: 0.6 | E: 0.4 | F: -5 | G: 26 | H: 1 | I: 107
(6) Nc1ccccc1N=Cc1c(O)n(CCC2=CCCCC2)c(=O)[nH]c1=O
  A: -2 | B: 12 | C: -7 | D: 0.2 | E: -0.1 | F: 3 | G: -17 | H: 6 | I: 96
(7) O=C1NC(=O)C(C/C=C/c2ccccc2)C(=O)N1
  A: 19 | B: 5 | C: -1 | D: 0.7 | E: 1.2 | F: 1 | G: 11 | H: 1 | I: 119
(8) CC1=C2C(=O)C3C(CC=C4CC(O)CCC43C)C2CCC12OC1CC(C)CNC1C2C (stereo not given)
  A: 12 | B: 2 | C: -13 | D: . | E: . | F: -3 | G: 37 | H: . | I: 109
(9) COC(=O)C1=C(c2cccc(C#N)c2)C[C@@H]2CC[C@H]1N2C(=O)NCCOc1ccccc1
  A: . | B: . | C: . | D: -1.4 | E: -0.5 | F: -5 | G: . | H: -2 | I: .
(10) Cc1ccc(-n2nc(C)c3c2NC(=O)CSC3c2ccc3c(c2)OCO3)cc1 (stereo not given)
  A: -10 | B: 35* | C: 10 | D: -0.2 | E: 0.4 | F: -1 | G: -3 | H: -13 | I: 88
(11) CN1CCN(c2ccc(C(N)=O)cc2N)CC1
  A: . | B: 3 | C: -11 | D: 0.2 | E: 1.1 | F: 0 | G: 16 | H: -12 | I: .
(12) OCC1CO1 (stereo not given)
  A: . | B: . | C: . | D: 0.2 | E: -0.7 | F: 0 | G: . | H: -7 | I: .
(13) Cc1nonc1OCCNc1ccc([N+](=O)[O-])c2cccnc12
  A: -2 | B: 3 | C: 5 | D: -2.4 | E: -0.5 | F: -2 | G: 30 | H: 7 | I: 92
(14) CN(C)c1ccc(CN2CC=C(c3ccc(F)cc3)CC2)cc1
  A: 6 | B: -10 | C: 3 | D: 0.4 | E: 0.7 | F: 0 | G: 3 | H: -2 | I: 111
(15) O=C1Nc2ccc(Br)cc2C(c2ccccc2)=NC1O (stereo not given)
  A: 3 | B: -11 | C: -8 | D: -0.6 | E: 0.4 | F: -8 | G: 26 | H: -14 | I: 104
(16) Cc1ccccc1C1=NCC(=O)N(CC(=O)N2CCCCC2)c2sc(C)c(C)c21
  A: -3 | B: -6 | C: -3 | D: -1.3 | E: -0.8 | F: -5 | G: 31 | H: -3 | I: 101
(17) CCN1C[C@]2(CO)CC[C@H](OC)[C@@]34C5C[C@H]6[C@H](OC)C5[C@](O)(C[C@H]6OC)[C@@](O)(C(OC)C23)[C@@H]14 (stereo not given in full)
  A: 1 | B: . | C: . | D: -0.3 | E: -0.3 | F: . | G: . | H: -4 | I: 96
(18) OC1(c2ccccc2F)CC2CCC(C1)N2CCN1CCOCC1 (stereo not given)
  A: 6 | B: -2 | C: -13 | D: 0.6 | E: -0.5 | F: -3 | G: 4 | H: 1 | I: 117
(19) CC(C)c1ccc(N=Cc2c(O)n(C3CC3)c(=S)[nH]c2=O)cc1
  A: 5 | B: -8 | C: -8 | D: -2.4 | E: -0.7 | F: -3 | G: 19 | H: 1 | I: 100
(20) CCCSP1(=S)NCCCO1 (stereo not given)
  A: -1 | B: 3 | C: -2 | D: 0.8 | E: 0.4 | F: 2 | G: 12 | H: -2 | I: 97

One compound at a time, as listed above.
CN1CCN(c2ccc(C(N)=O)cc2N)CC1 reads MEKK2 mut-MEK5: .; M18AAP inhibitor: 3; GPR7 antag: -11; OXTR ag: 0.2; V1aR counter: 1.1; GalR3 antagonist: 0; NALP1 yeast inh: 16; OXTR potentiator: -12; MEKK2 WT-MEK5: .
CC(C)c1ccc(N=Cc2c(O)n(C3CC3)c(=S)[nH]c2=O)cc1 reads MEKK2 mut-MEK5: 5; M18AAP inhibitor: -8; GPR7 antag: -8; OXTR ag: -2.4; V1aR counter: -0.7; GalR3 antagonist: -3; NALP1 yeast inh: 19; OXTR potentiator: 1; MEKK2 WT-MEK5: 100

(continued)
Short forms – A = MEKK2 mut-MEK5; B = M18AAP inhibitor; C = GPR7 antag; D = OXTR ag; E = V1aR counter; F = GalR3 antagonist; G = NALP1 yeast inh; H = OXTR potentiator; I = MEKK2 WT-MEK5
(21) CCOC(=O)N(c1ccccc1)P1(=S)OCCO1
  A: 1 | B: 3 | C: -8 | D: 0.3 | E: 0.3 | F: 1 | G: 13 | H: -8 | I: 101
(22) N=c1c2c(n(Cc3ccc(Cl)cc3Cl)c3c1CCC3)CCCC2
  A: 9 | B: 5 | C: 6 | D: 0.1 | E: 1.4 | F: . | G: 8 | H: 3 | I: 107
(23) CC1CN=C(NCc2ccccc2Cl)S1 (stereo not given)
  A: 3 | B: 1 | C: -19 | D: -0.4 | E: -0.8 | F: -4 | G: 18 | H: -8 | I: 109
(24) CC(=NCCN1CCOCC1)c1c(O)n(C2CCCCC2)c(=O)[nH]c1=O
  A: 0 | B: -12 | C: 15 | D: 0.3 | E: -0.1 | F: -8 | G: -6 | H: 0 | I: 97
(25) Cc1ccc(C2N(c3cc(C)on3)C(=O)C3CCCN32)cc1 (stereo not given)
  A: -5 | B: -13 | C: -3 | D: 1.1 | E: 0.7 | F: 0 | G: 11 | H: -1 | I: 97
(26) COc1ccccc1Cn1c(SCC#N)nc2cc(C(=O)N3CCC4(CC3)OCCO4)ccc2c1=O
  A: -2 | B: -2 | C: -16 | D: -0.4 | E: 0.7 | F: -3 | G: 15 | H: -12 | I: 98
(27) CCN1C[C@]2(COC)CC[C@H](O)[C@@]34C5C[C@@H]6[C@@H](OC)C[C@@](O)(C5[C@H]6O)[C@](O)([C@@H](OC)C23)[C@@H]14 (stereo not given in full)
  A: 2 | B: . | C: . | D: 1.7 | E: 0.3 | F: -2 | G: . | H: 4 | I: 101
(28) Cc1cccc(NP(=O)(Oc2ccccc2)Oc2ccccc2)c1C
  A: -4 | B: 0 | C: -4 | D: 13 | E: 1.2 | F: -9 | G: 9 | H: -9 | I: 98

In the list so far, these contain a cyano group:
Short forms – A = MEKK2 mut-MEK5; B = M18AAP inhibitor; C = GPR7 antag; D = OXTR ag; E = V1aR counter; F = GalR3 antagonist; G = NALP1 yeast inh; H = OXTR potentiator; I = MEKK2 WT-MEK5
(9) COC(=O)C1=C(c2cccc(C#N)c2)C[C@@H]2CC[C@H]1N2C(=O)NCCOc1ccccc1
  A: . | B: . | C: . | D: -1.4 | E: -0.5 | F: -5 | G: . | H: -2 | I: .
(26) COc1ccccc1Cn1c(SCC#N)nc2cc(C(=O)N3CCC4(CC3)OCCO4)ccc2c1=O
  A: -2 | B: -2 | C: -16 | D: -0.4 | E: 0.7 | F: -3 | G: 15 | H: -12 | I: 98
